Assay outcomes: PubChem, National Center for Advancing Translational Sciences (NCATS)
HP1b chromo inh – blocks HP1-beta chromodomain binding to methylated histone tails | 390,000 compounds, 0.56% hits | Potency, µM (titrated, usually from 114 µM), for inactives: top-dose activity change, negative = inhibition, actives largely listed as inhibitors | AlphaScreen HP1-beta / biotin-H3K9me3 peptide binding; note: potency is the fitted concentration of half-maximal effect; nearly all actives have a fitted effect of over 70% in size; inactives centre near 23
Target sequence (P83916 whole entry, looked up): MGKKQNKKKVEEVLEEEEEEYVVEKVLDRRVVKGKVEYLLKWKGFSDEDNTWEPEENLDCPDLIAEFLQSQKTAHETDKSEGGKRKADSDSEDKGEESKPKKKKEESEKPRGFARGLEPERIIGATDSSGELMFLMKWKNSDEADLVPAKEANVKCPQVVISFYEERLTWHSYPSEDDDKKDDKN
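HP1-beta protein (50 nM final) preincubated 30 min at room temperature with biotinylated H3(1-18)K9me3 peptide (50 nM) in PBS pH 7.4, 0.01% Tween-20, then compound added for 30 min. AlphaScreen streptavidin donor/nickel chelate acceptor beads (10 ug/mL final), 30 min dark, luminescence read.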
BAZ2B block – blocks human BAZ2B; Q9UIF8; AlphaScreen BAZ2B-H3K14Ac peptide displacement; Potency, µM (doses to about 114 µM), for inactives: at the highest dose activity change, negative = inhibition, most hits filed as inhibitors; 360,000 compounds, 4.4% hits; AID 504333; note: potency is the fitted concentration of half-maximal effect; % is set by controls: 0 for no effect and ±100 for the full control effect; nearly all actives have a fitted effect of over 60% in size
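Compounds, titrated to a top concentration of 110 uM, were incubated 30 min at room temperature with preformed BAZ2B/acetyl-K14 H3 peptide complex (50 nM each). Proximity signal was measured by AlphaScreen after 20 min with beads.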
PGK inhibitor – T. brucei PGK inhibition; P07378; PGK/GAPDH coupled, Kinase-Glo luminescence, 60 min; Potency, µM (highest dose often 57.5 µM), for inactives: top-dose activity change, negative = inhibition, usual class: inhibitors; 380,000 compounds, 0.043% hits; note: potency is the fitted concentration of half-maximal effect; % is set by controls: 0 for no effect and ±100 for the full control effect; nearly all actives have a fitted effect of over 60% in size
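Recombinant glycosomal PGK reaction used 1,3-bisphosphoglycerate generated in-well by GAPDH (100nM final) in 100mM TEA pH 7.6, 5mM MgCl2, 0.01% Tween-20. After 60 minutes at room temperature, ATP was read by Kinase-Glo Plus luminescence end-point.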
GLS inh – glutaminase GLS (human) inhibition. GLS enzymatic activity, qHTS titration. Potency, µM (doses to about 45.5 µM), without a hit: at the top dose activity change, negative = inhibition, most hits filed as inhibitors. 410,000 compounds, 0.21% hits; note: potency is the fitted concentration of half-maximal effect; % is set by controls: 0 for no effect and ±100 for the full control effect
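Glutamate formation by hKGA was monitored fluorometrically using coupled glutamate oxidase, HRP and Amplex Red. Substrate was added as 1 mM L-glutamine solution; incubation was 30 min at RT after an initial read.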
JMJD2A Tudor – blocks the human JMJD2A Tudor domain. AID 504339. Potency, µM (series often up to 114 µM), inactives show at the top dose activity change, negative = inhibition, actives largely listed as inhibitors. AlphaScreen JMJD2A-Tudor / H3K4me3 peptide binding. 390,000 compounds, 4.4% hits; note: potency is the fitted concentration of half-maximal effect; % is set by controls: 0 for no effect and ±100 for the full control effect; nearly all actives have a fitted effect of over 50% in size
G9a block – inhibitors of human histone lysine methyltransferase G9a | G9a H3K9 monomethylation, AlphaScreen, 2 h | Potency, µM (highest dose often 102 µM), for inactives: at the highest dose activity, negative = inhibition, most hits filed as inhibitors | 350,000 compounds, 8.8% hits; note: potency is the fitted concentration of half-maximal effect; % is set by controls: 0 for no effect and ±100 for the full control effect; nearly all actives have a fitted effect of over 75% in size
Target sequence (Q96KQ7 913-1193 limits assumed): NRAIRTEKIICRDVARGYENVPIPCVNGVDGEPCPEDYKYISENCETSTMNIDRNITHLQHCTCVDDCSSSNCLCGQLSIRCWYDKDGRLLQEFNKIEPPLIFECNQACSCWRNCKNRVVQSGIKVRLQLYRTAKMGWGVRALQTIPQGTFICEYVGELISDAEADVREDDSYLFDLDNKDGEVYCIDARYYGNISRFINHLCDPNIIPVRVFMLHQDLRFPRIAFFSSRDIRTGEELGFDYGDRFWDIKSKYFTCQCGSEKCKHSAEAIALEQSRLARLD
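Readings reflect AlphaScreen signal from monomethyl-H3K9 antibody detection. HMT at 20 nM; substrate b-H3K9 500 nM; cofactor SAM 20 uM; 2 h RT reaction; compounds tested as titrations in qHTS with 15 min preincubation.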
Pol eta inh – DNA polymerase eta (human) inhibition; AID 588591; 390,000 compounds, 1.2% hits; recombinant Pol eta, fluorescent DNA replication assay; Potency, µM (series often up to 114 µM), for the others: top-dose activity change, negative = inhibition, usual class: inhibitors; note: potency is the fitted concentration of half-maximal effect; % is set by controls: 0 for no effect and ±100 for the full control effect
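Pol eta at 10 nM preincubated with compounds 15 min at room temperature; reaction started with fluorescent substrate (50 nM final) and read kinetically at 0 and 10 min.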
PI4K2A inh – inhibitors of human PI4K2A; Q9BTU6; purified PI4K2A, ADP-Glo luminescence, 1 h; hits give low values; activity change, negative = inhibition, % at 76.9 µM; 420,000 compounds, 0.13% hits; AID 1346378; in the data active = activity change below about -50%; inconclusive = mostly about -30% to -49%;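 note: -100% = wells without enzyme as full effect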
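In this quantitative HTS, ADP production by PI4K2A was quantified luminescently after 1 h at ambient temperature; 100 microM adenosine served as plate-quality control.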
Pin1 inhibitor – blocks the human prolyl isomerase Pin1 | Q13526 | Pin1 FP peptide displacement, HiFluor488, 10 min | Potency, µM (highest dose often 115 µM), inactives show at the top dose activity, negative = inhibition, actives largely listed as inhibitors | 390,000 compounds, 0.009% hits | AID 504891; active = well fitted inhibition curve with a large enough effect in the polarisation, with a control signal flat, not every such curve was filed as active; inconclusive = small, poorly fitted or top-dose-only effect, or effect the other way, or a change in a side signal; inactive = no such curve, though single readings can be large or run the other way; the % refers to the polarisation; note: potency is the fitted concentration of half-maximal effect; % is set by controls: 0 for no effect and ±100 for the full control effect
Target sequence (Q13526 whole entry, looked up): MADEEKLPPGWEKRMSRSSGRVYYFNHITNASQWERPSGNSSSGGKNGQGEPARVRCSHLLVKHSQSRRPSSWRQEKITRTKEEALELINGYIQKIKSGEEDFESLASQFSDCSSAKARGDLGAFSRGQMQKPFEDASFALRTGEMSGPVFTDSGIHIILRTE
* = called active by the depositor; i = inactive; ? = inconclusive; nt = not tested or not shown; & = joins results of further samples; ! = repeats disagree; [ ] = dose if it differs, or a comment. Unless noted, calls come from the whole dose curve; as a rule, active = well fitted curve in the direction sought with a large enough effect; inconclusive = small, poorly fitted or top-dose-only effect, or another doubt; inactive = no such curve, though single readings can be large; an effect the other way counts as inactive or inconclusive. Not all compounds are listed; rates above refer to the full screens.

mol	G9a block	HP1b chromo inh	JMJD2A Tudor	BAZ2B block	Pol eta inh	Pin1 inhibitor	PI4K2A inh	GLS inh	PGK inhibitor
Cc1ccc(C(=O)Nc2ccc(C(=O)N3CCCCC3)cc2)o1	-21%	16%	-5%	-6%	4%	-6%	-53*	-15%	?
CCC(=O)N1CCc2cc(Br)cc(S(=O)(=O)NCCc3ccc(OC)c(OC)c3)c21	-3%[59 µM]	40%[activator]	1%	0%	-17%	12%	3	-8%	0%
CCOCCCNC(=O)C(NC(=O)c1ccc(NC(C)=O)cc1)c1ccc(Cl)cc1 (centres undefined)	-11%	1%	-8%	4%	-14%	7%	-2	4%	i
O=C1CC(NS(=O)(=O)c2cc(F)ccc2F)CN1c1cccc(F)c1 (centres undefined)	3%	-5%	-10%	-5%	-16%	-3%	-4	1%	-11%
O=C(NCc1ccccn1)c1cn(-c2ccccc2)nc1-c1ccc(Cl)cc1	47%[activator][59 µM]	22%	-8%	7%	-10%	5%	0	2%	-10%
CCCN1C(=O)/C(=C/c2c(NCCCOCC)nc3c(C)cccn3c2=O)SC1=S	-37%[59 µM]	32%[activator]	-4%	6%	-3%	?	7	-11%	10%
COc1cccc(-c2nnc(SCC(=O)N(C)C3CCCCC3)o2)c1	3%[59 µM]	53%[activator]	-4%	-2%	nt	-2%	0	-2%	nt
O=S(=O)(NCCc1ccncc1)c1cc(Br)ccc1F	-1%[12.7 µM]	17%	-4%	0%	9%	1%	7	6%	-2%
CCN1C2OC3OC4C(OC3OC2N(CC)S1(=O)=O)N(CC)S(=O)(=O)N4CC (centres undefined)	3%	43%[activator]	-7%	-23%	-6%	0%	-5	-2%	i
Cc1ccc(Cl)cc1NC1=C/C(=N\S(=O)(=O)c2cccs2)c2ccccc2C1=O	8.9µM*	4µM*!	2.8µM*	10µM*	?	1%&2%	?	-4%&-7%	-12%&-17%
Cc1cccc(OCCCCn2nnc3sc4c(c3c2=O)CCC(C)C4)c1 (centres undefined)	?	61%[activator]	71µM*	?	nt	24%	-5	-5%	nt
CC(=O)N1N=C2c3ccccc3CCC2C1c1cccs1 (centres undefined)	nt	30%	-13%	-5%	6%	-8%	-1	-5%	-4%
Cc1cc(Br)ccc1NC(=O)C1CCN(S(=O)(=O)c2cccc3nsnc23)CC1	-21%[59 µM]	25%	-13%	nt	3%	6%	-2	-10%	-4%
O=c1ccc(/C=C/c2ccccc2)nn1Cc1ccccc1	48%	102%[activator]	40%[activator]	41%[activator]	-17%	?	1	0%	-6%
c1cncc(-c2nc(N3CCOCC3)c3ccccc3n2)c1	-15%[59 µM]	4%	1%	-3%	33%[activator]	0%	3	-1%	i
CCOc1ccc2oc(C(=O)N3CC(C)OC(C)C3)c(C)c2c1 (centres undefined)	40%	48%[activator]	-3%	-13%	-8%	2%	0	-4%	-1%
CCCCNC(=O)c1cnc2sc(N3CCCCCC3)nn2c1=O	6%[59 µM]	52%[activator]	-15%	-1%	-15%	-5%	-5	-5%	i
Cc1cc(C)c(Cn2c(=O)n(CCCCC(=O)NCc3ccccc3Cl)c(=O)c3ccccc32)c(C)c1	-42%[59 µM]	16%	-3%	-6%	-5%	2%	-1	-1%	0%
CCC1(CC)Nc2ccccc2C(=O)N1c1ccc(NC(C)=O)cc1	-3%[59 µM]	13%	-7%	7%	-3%	0%	1	6%	-2%
COc1cccc(/C=N/NC(=O)C[n+]2ccccc2)c1OC	-4%[59 µM]	37%	-11%	7%	-11%	10%	-8	0%	-13%

Quoted from the listing:
Entry of c1cncc(-c2nc(N3CCOCC3)c3ccccc3n2)c1 in GLS inh: -1%
Entry of Cc1ccc(C(=O)Nc2ccc(C(=O)N3CCCCC3)cc2)o1 in G9a block: -21%

Compound profiles, as listed above:
CCC(=O)N1CCc2cc(Br)cc(S(=O)(=O)NCCc3ccc(OC)c(OC)c3)c21 is listed with G9a block: -3%[59 µM]; HP1b chromo inh: 40%[activator]; JMJD2A Tudor: 1%; BAZ2B block: 0%; Pol eta inh: -17%; Pin1 inhibitor: 12%; PI4K2A inh: 3; GLS inh: -8%; PGK inhibitor: 0%
CCN1C2OC3OC4C(OC3OC2N(CC)S1(=O)=O)N(CC)S(=O)(=O)N4CC (centres undefined) is listed with G9a block: 3%; HP1b chromo inh: 43%[activator]; JMJD2A Tudor: -7%; BAZ2B block: -23%; Pol eta inh: -6%; Pin1 inhibitor: 0%; PI4K2A inh: -5; GLS inh: -2%; PGK inhibitor: i

Going on with the list:
mol	G9a block	HP1b chromo inh	JMJD2A Tudor	BAZ2B block	Pol eta inh	Pin1 inhibitor	PI4K2A inh	GLS inh	PGK inhibitor
COCCN(C(=O)CNC(=O)c1cccs1)C(C(=O)NC(C)(C)C)c1ccccc1 (centres undefined)	nt	52%[activator]	1%	-14%	2%	-4%	-1	-1%	-10%
CCn1c(CCCOc2ccc(Cl)cc2Cl)nnc1SCC(=O)Nc1cccc(F)c1	-4%[2.33 µM]	3%	-9%	-1%	-2%	-11%	3	0%	-7%
COc1ccc(C(=O)N2CCN(c3ccc(C(C)=O)cc3)CC2)cc1S(=O)(=O)N1CCCC1	nt	27%	-17%	nt	-28%	-4%	-6	2%	i
COc1ccc(C(=O)NCC(O)CN2CCOCC2)cc1[N+](=O)[O-] (centres undefined)	15%	19%	-7%	6%	4%	1%	-1	-1%	1%
COc1cccc(CNC(=O)CCS(=O)(=O)c2cc3c4c(c2)CCN4C(=O)CC3)c1	4%[59 µM]	12%	-5%	-4%	0%	2%	7	-16%	2%
CC(C)(C)Nc1nc(N2CCCC2)nc(N2CCCC2)n1	nt	30%	-13%	-27%	-14%	0%	-4	4%	-1%
CNC(=S)N/N=C1\CC(c2ccccc2)Oc2ccccc21 (centres undefined)	16%	-13%	-8%[57.1 µM]	-15%	-23%	-9%	0	-12%	5%
CC(=O)c1ccc(NC(=O)CCc2c(C)nn(-c3ccc(N4CCOCC4)nn3)c2C)cc1	16%&10%[59 µM]	5%&29%	?	?	-19%&-2%	2%&-3%	12&-4	52%&7%[activator]	-4%
Cc1cc(C)cc(NC(=O)C2CCCN(S(=O)(=O)c3cnc[nH]3)C2)c1 (centres undefined)	0%[59 µM]	55%[activator]	-21%	14%	-6%	-4%	-3	2%	i
Cc1nn(C)c(Sc2ccccn2)c1[N+](=O)[O-]	0%	15%	-21%	-16%	3%	-1%	3	-7%	3%
C[C@H](CO)N1C[C@H](C)[C@@H](CN(C)C)Oc2c(NS(=O)(=O)c3cccs3)cccc2C1=O	nt	14%	-21%	nt	-1%	-4%	3	0%	-10%
Cc1ccc(C(=O)N/N=C2/NC(=O)CC(C(=O)Nc3ccccc3)S2)cc1 (centres undefined)	44%[activator][59 µM]	27%	0%	0%	-8%	-14%	-1	29%	-3%
CCOC(=O)C1(C/C(C)=N/NC(N)=O)CC(C)OC1=O (centres undefined)	-33%[59 µM]	20%	7%	-32%	-15%	3%	-2	-12%	0%
CN(C(=O)c1cccs1)C1(C)CCS(=O)(=O)C1 (centres undefined)	11%	18%	-3%	3%	8%	-7%	1	-16%	-2%
Cn1ccc(NC(=O)c2ccc(Cl)cc2)n1	3%[12.7 µM]	41%[activator]	-5%	1%	-17%	7%	-3	2%	-5%
CC(C)c1ccc(C2=CC(c3cccc(Cl)c3)n3ncnc3N2)cc1 (centres undefined)	-34%[59 µM]	44%[activator]	-20%	-1%	-12%	7%	0	-21%	13%
O=c1cc(C=NNc2ccccc2)[nH]c(=O)[nH]1	nt	27%	-21%	nt	-24%	-3%	-3	17%	-5%
CSc1ccc(/C=C/C(=O)OCC(=O)c2ccc[nH]2)cc1	21%[12.7 µM]	23%	4%	10%	?	15%	-10	-12%	i
COc1ccc(Cl)cc1NC(=O)CSC1=Nc2ccccc2C2=NC(CC(=O)NC3CCCCC3)C(=O)N12 (centres undefined)	5%[59 µM]	26%	-16%	-13%	-10%	58%[activator]	-3	0%	-6%
COc1ccc(OCCCC(=O)NCCc2ccc(OC)c(OC)c2)cc1	?	-11%	-20%	1%	-1%	6%	-2	0%	-13%
CC(C)c1ccc(S(=O)(=O)c2nnn3c2nc(NCCc2ccccc2)c2sccc23)cc1	-33%[59 µM]	31%	-18%	-27%	-18%	3%	1	3%	1%
COC(=O)CNC(=O)CN1C(=O)N(c2cccc(Cl)c2)C(N(O)C(=O)Nc2cccc(Cl)c2)C1(C)C (centres undefined)	?	26%	7%	-38%	-12%	-1%	-2	-5%	i
COc1cc(/C=C2\C(=N)N3N=C(CC(=O)N4CCOCC4)SC3=NC2=O)cc(OC)c1OC	78%[activator]	19%	-13%	-27%	14%	-10%	-5	14%	i
